# High-throughput results: PubChem BioAssay, Southern Research Specialized Biocontainment Screening Center
# influenza NS1A: H1N1 influenza NS1A inhibitors, functional cell based assay (AID 504329); NS1A functional cell-based assay, percent inhibition; higher % means a stronger effect; inhibition, % at 12.5 µM, or IC50 in µM where a hit was titrated; 0.3% of 340,000 active; in the data active = a potency from the dose series; inconclusive = inhibition above about 27% without an active follow-up result; note: strong numbers were not always called active
# M. tuberculosis: growth inhibition of non-replicating M. tuberculosis (AID 488890); Mycobacterium tuberculosis non-replicating, growth inhibition; higher % means a stronger effect; 0.39% of 320,000 active; inhibition, % at 25 µM; hits with a dose series show IC50 in µM; in the data active = a potency from the dose series; inconclusive = inhibition mostly from about 82% at the one dose, without a potency; inactive = the rest, 99 in 100 with inhibition below about 76%;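 note: plate controls were DMSO cells for no effect and high antibiotic wells for full effect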
# H37Rv inhibition: M. tuberculosis growth inhibition, HTS (AID 449762) | one-dose inhibition, % at 25 µM; IC50 in µM for titrated hits | M. tuberculosis H37Rv growth inhibition, 7H9 media; higher % means a stronger effect | 0.59% of 330,000 active; in the data active = a potency from the dose series; inconclusive = inhibition above about 70% without an active follow-up result;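 note: bacterial growth assessed after seven days of incubation; strong numbers were not always called active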
# inhibitors of VEEV: inhibitors of VEEV TC-83 cytopathic effect, confirmation, Vero cells (AID 588727); one-dose inhibition, % at 20 µM; IC50 in µM for titrated hits; 0.13% of 350,000 active; Vero cells, VEEV TC-83 cytopathic effect inhibition; higher % means a stronger effect; in the data active = a potency from the dose series; inconclusive = inhibition mostly from about 14% at the one dose, without a potency; inactive = the rest, 99 in 100 with inhibition below about 12%; note: strong numbers were not always called active
# Salmonella PhoP GFP: Inhibition of PhoP regulon, Salmonella typhi GFP reporter cells, confirmation, 4 h (AID 1850); Salmonella Typhi PhoP-promoter GFP reporter, fluorescence, 4 h; higher % means a stronger effect; inhibition, % at 50 µM; hits with a dose series show IC50 in µM; 0.33% of 310,000 active; in the data active = a potency from the dose series; inconclusive = inhibition mostly from about 25% at the one dose, without a potency; inactive = the rest, 99 in 100 with inhibition below about 19%;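 note: 0% = induced wells with vehicle and 100% = uninduced wells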
# inhibitors of VEEV 10K pilot screen: also measured in inhibitors of VEEV; calls as there; inhibition, %; measured here: 10K pilot screen inhibition
# * marks the source's active call; other numbers are inactive results; i = inactive; ? = inconclusive; · = not tested or not shown. The order is random, and some 1.4% of all compounds hit somewhere here.
SMILES,influenza NS1A,M. tuberculosis,H37Rv inhibition,inhibitors of VEEV,Salmonella PhoP GFP,others
CC1(C)C2CCC1(CS(=O)(=O)NCCc1c[nH]c3ccccc13)C(=O)C2 (stereo not given),1%,32%,7%,0.8%,-8%,
COc1cc2nc(CN3CCOCC3)n(CC(=O)N3CCCCCC3)c(=O)c2cc1OC,-7%,0%,9%,0.1%,-7%,
CC1CCC(C(C)C)C(OC(=O)CSc2n[nH]c(=O)[nH]c2=O)C1 (stereo not given),10%,1%,-9%,2.4%,2%,
Fc1ccccc1CNCc1ccc2c(c1)OCO2,-6%,21%,3%,0.9%,-4%,
O=C(CSc1nc2ccccc2n1S(=O)(=O)c1ccccc1)N1CCCC1,-6%,-13%,0%,i,-7%,
CC(=O)Nc1ccc(NC(=O)Nc2cccc(C)c2C)cc1,-4%,-4%,11%,i,1%,
CCCN1C/C(=C/c2ccc3c(c2)OCO3)C(=O)/C(=C/c2ccc3c(c2)OCO3)C1,14%,60%,6%,23%,-10%,
CCOC(=O)c1cc(-c2ccccc2)sc1N,9%,22%,4%,8.3%,-6%,
Cc1c(Cl)c([N+](=O)[O-])nn1CC(=O)NC1CCCCC1,2%,1%,-15%,0.4%,5%,
CCCC(C(=O)NCc1ccco1)N(C(=O)CNS(=O)(=O)c1ccccc1)c1ccc(OC)cc1 (stereo not given),2%,-7%,-3%,5.4%,2%,
CCOc1ccc(-c2nnn(CC(=O)Nc3cc(OC)cc(OC)c3)n2)cc1OCC,10%,2%,-2%,i,8%,
CN(Cc1ccco1)C(=O)C1CCCN(c2ncnc3c2nc2n3CCCCC2)C1 (stereo not given),-1%,20%,-2%,1.5%,-3%,
CCn1c(SCC(=O)Nc2ccc(C(=O)OC)cc2)nc2cccnc21,7%,?,-2%,2.3%,-5%,
CCOC(=O)N1CCN(C(=O)c2ccc(Cl)c(NC(=O)c3cccs3)c2)CC1,-5%,22%,-3%,7.7%,·,
Cc1ccc(N=C(N(C)C)P(=O)(N(C)C)N(C)C)cc1,-12%,-8%,-6%,i,4%,

# Reprinted at random: two entries already listed.
SMILES,influenza NS1A,M. tuberculosis,H37Rv inhibition,inhibitors of VEEV,Salmonella PhoP GFP,others
O=C(CSc1nc2ccccc2n1S(=O)(=O)c1ccccc1)N1CCCC1,-6%,-13%,0%,i,-7%,
CC1CCC(C(C)C)C(OC(=O)CSc2n[nH]c(=O)[nH]c2=O)C1 (stereo not given),10%,1%,-9%,2.4%,2%,

# Following part.
SMILES,influenza NS1A,M. tuberculosis,H37Rv inhibition,inhibitors of VEEV,Salmonella PhoP GFP,others
CC(C)[C@H](NC(=O)c1ccccc1)C(=O)OCC(=O)c1ccccc1F,-2%,9%,3%,0.1%,-1%,
Cc1ccc(N(CC(=O)NCC2CCCO2)C(=O)CCC(=O)Nc2nccs2)cc1C (stereo not given),-5%,7%,2%,1.8%,-6%,
COc1ccc2c(c1OC)C(=O)N(c1nc(SC)n[nH]1)C2=O,3%,-9%,7%,0.4%,11%,
Cc1nc2ccccc2c(=O)n1NC(=O)Cc1ccc(Br)cc1,-3%,4%,2%,1.1%,7%,
CNC(=O)c1ccccc1-c1ccccc1,-2%,-5%,0%,0.3%,-3%,
COC(=O)c1ccccc1S(=O)(=O)Oc1ccc(-c2ccc(C(=O)O)cc2)cc1,5%,0%,-1%,1.0%,5%,
COc1ccccc1C(CCN(Cc1ccccc1)C(C)=O)c1ccco1 (stereo not given),-8%,8%,6%,i,2%,
COC(=O)c1ccc(-c2cc3onc(-c4ccccc4)c3c(=O)n2C)cc1,-6%,42%,0%,0.8%,16%,
CC1=CC2OC3CC4OC(=O)C=CC=CC(C(C)O)OCC(O)C(C)CC(=O)OCC2(CC1O)C4(C)C31CO1 (stereo not given),-13%,·,·,2.4%,·,
COc1ccc(CCC(=O)Nc2cc(S(=O)(=O)N3CCOCC3)ccc2OC(C)C)cc1,-14%,18%,3%,0.1%,·,
CCCc1nc2sc3c(c2c(=O)n1NC(=O)CCCl)CCCC3,22%,43%,0%,6.9%,-26%,
Cc1ccc(OCC(O)Cn2c(N3CCCCC3)nc3c2c(=O)[nH]c(=O)n3C)cc1C (stereo not given),-25%,-14%,6%,7.9%,-7%,
CCn1c(=O)c(-c2ccccc2)c(O)c2ccccc21,1%,-8%,6%,3.5%,0%,
COc1cc(NC(=O)c2cccs2)c(OC)cc1NC(=O)c1cccs1,14%,-3%,-11%,2.4%,-4%,
COc1cc(NS(=O)(=O)c2ccc(N/C=C(\C=O)c3nc4cc(Cl)ccc4o3)cc2)nc(OC)n1,-11%,?,68%,0.4%,-4%,
CN(C)S(=O)(=O)N1CCC(Oc2ccc(C(=O)NC3CCOC(C)(C)C3)cc2)CC1 (stereo not given),7%,-1%,-6%,i,-5%,
COCc1nc2ccccc2n1CCCOc1ccccc1,-6%,4%,-7%,i,-12%,
Cc1ccc(S(=O)(=O)Nc2cc3c(C(=O)O)c(C)oc3c3ccccc23)c(C)c1,10%,42%,12%,0.4%,-5%,
C1=CCC(/C=N/n2cnnc2)CC1 (stereo not given),4%,6%,4%,i,1%,
C=CCn1c(SCC(=O)Nc2ccc(N(C)C)cc2)nnc1-c1cccc(C)c1,-1%,44%,3%,0.6%,-2%,
CCN1CCCc2cc(CN(CCN3CCOCC3)C(=S)Nc3ccc(C)cc3)ccc21,26%,16%,-8%,1.0%,12%,
Cc1ccc(NC(=O)Nc2nnc(Cc3ccc([N+](=O)[O-])cc3)s2)cc1C,-2%,-13%,-7%,1.8%,-5%,
COc1ccc(C(=O)Nc2cc(C)c(NC(=O)c3ccccc3OC)cn2)cc1,5%,14%,-2%,6.8%,15%,
COCCNC(=S)N/N=C(\C)c1ccc(Cl)c(Cl)c1Cl,-2%,?,2%,1.2%,5%,
CC(=O)c1c(C)[nH]c(C(=O)NCc2ccc(F)cc2)c1C,-1%,-6%,2%,1.7%,2%,
Cc1ccc(S(=O)(=O)N2CCN(C(=O)COC(=O)CSc3cc(C)ccc3C)CC2)c(C)c1,0%,70%,5%,0.9%,·,
O=C(NCCc1ccccc1)C(=O)NCC1OCCN1S(=O)(=O)c1ccc(F)cc1 (stereo not given),33%,15%,-2%,0.4%,8%,inhibitors of VEEV 10K pilot screen=0.3
CCN(CC)S(=O)(=O)c1cccc(NC(=O)C(=O)c2c(-c3ccccc3)cc3ccccn23)c1,-5%,36%,-20%,i,-8%,
CCOc1ccc(NC(=O)Nc2cc(C(C)C)c(O)cc2C)cc1,-7%,7%,2%,1.2%,0%,
CCOC(=O)c1ccc(NC(=O)c2nc[nH]c2C(=O)NC)cc1,-3%,5%,-4%,1.4%,-6%,
O=[N+]([O-])c1ccc(C[n+]2cccc3ccc4cccnc4c32)cc1,7.7µM*,70%,?,i,18%,
Cc1cc(-c2cc(C(=O)NCc3ccccc3)on2)nc(NC2CCCC2)n1,-5%,-5%,2%,0.8%,-4%,
Cn1nc(-c2ccc(C(=O)Nc3cccc(Cl)c3)cc2)c2ccccc2c1=O,5%,2%,-8%,5.3%,5%,
OCCN(CC#CC(O)(c1ccccc1)C1CCCCC1)CCO (stereo not given),-9%,-27%,9%,0.5%,-5%,
Nc1nc2c(s1)CCCCCCCCCC2,·,42%,1%,0.5%,-10%,
Cc1cc(C)c(NC(=O)Nc2ccc3c(c2)OCO3)c(C)c1,9%,1%,7%,1.6%,-8%,
O=C(CN1CCN(S(=O)(=O)c2ccc(Cl)cc2)CC1)N1CCCC1,-1%,·,·,1.0%,·,
Cc1cc(C(=O)NCCC2=CCCCC2)ccc1[N+](=O)[O-],·,37%,?,3.7%,6%,
CCOC(=O)c1ccc(NC(=O)CS(=O)(=O)c2cn(CC)c3ccccc23)cc1,4%,31%,-9%,8.5%,-10%,
COC(=O)c1cn(C(=O)c2ccc(C)c(C)c2)c2ccccc12,-7%,-15%,6%,1.0%,-7%,
C/C=C(\C)CN1CCc2cc(OC)c(OC)cc2C1,1%,-18%,-16%,1.0%,-8%,
N#CCCN(CCC#N)c1nnc(-c2ccccc2)s1,4%,·,·,i,-1%,
CCOc1ccc2c(c1)-c1c(ssc1=S)C(C)(C)N2C,13µM*,33%,6%,1.4%,3%,
O=C(CSc1nnc(-c2c[nH]c3ccccc23)o1)N(Cc1ccccc1)c1ccc(F)cc1,-1%,1%,-7%,3.7%,1%,
COC(=O)C1=C(C)N(C)C(C)=C(C(=O)OC)C1c1ccc(C(=O)OC)cc1,-4%,8%,-3%,0.5%,9%,
Cc1ccc(NC(=O)C2CCCN(C3=NS(=O)(=O)c4ccccc43)C2)c(O)c1 (stereo not given),-2%,13%,-1%,2.3%,·,
Cc1ccc(NC(=O)CSc2nnc(-c3cnccn3)n2Cc2ccco2)cc1C,3%,-2%,-2%,0.7%,-6%,
CN(C)c1ncnc2c1C(c1ccccc1)C(C)(C)O2 (stereo not given),-19%,·,·,0.4%,·,
Cc1cc(OCC(=O)NC(Cc2ccc(Cl)cc2)C(=O)O)c2c(C)c(C)c(=O)oc2c1 (stereo not given),-24%,-5%,-3%,0.6%,15%,
Cc1oc(=O)c(NC(=O)c2cccc(Cl)c2)cc1C(=O)c1ccccc1,-1%,?,1%,0.9%,2%,
O=C(CSc1ncnc2ccccc12)N1CCCC1,11%,56%,-13%,i,·,
O=C(Nc1ccc(F)cc1)C(Sc1nc2ccccc2[nH]1)c1ccccc1 (stereo not given),4%,6%,6%,5.6%,4%,
CCCCc1ccc(NS(=O)(=O)c2cccc(C(=O)N3CCNC(=O)C3)c2)cc1,0%,·,·,0.6%,·,
CNC(=O)N(O)C1N(/N=C/c2c(F)cccc2Cl)C(=S)SC1(C)C (stereo not given),3%,2%,-2%,i,-14%,
CC(=NCC1CCCO1)c1c(O)[nH]c(=O)[nH]c1=O (stereo not given),3%,8%,-2%,1.1%,-2%,
CCOC(=O)C1CCCN(C(=O)CSc2ccccc2)C1 (stereo not given),1%,-1%,-1%,2.1%,1%,
Cc1ccccc1C(=O)N1CCC2CC1c1cc(-c3ccc(F)cc3)ccc12 (stereo not given),-25%,·,·,0.4%,·,
COc1ccc([C@@H]2CC=C(C(=O)O)[C@H](c3ccccc3)N2S(=O)(=O)c2ccc(C)cc2)cc1OC,-4%,8%,-4%,0.4%,-2%,
Cc1onc(-c2ccccc2Cl)c1C(=O)N1CCOC12CCN(c1cccc(F)n1)CC2,-11%,24%,-1%,0.6%,8%,
O=C(O)c1ccc(S(=O)(=O)N2CCCCCC2)cc1,6%,16%,4%,6.3%,6%,

# Compounds above that contain an aryl methoxy group, in the order listed:
SMILES,influenza NS1A,M. tuberculosis,H37Rv inhibition,inhibitors of VEEV,Salmonella PhoP GFP,others
COc1cc2nc(CN3CCOCC3)n(CC(=O)N3CCCCCC3)c(=O)c2cc1OC,-7%,0%,9%,0.1%,-7%,
CCCC(C(=O)NCc1ccco1)N(C(=O)CNS(=O)(=O)c1ccccc1)c1ccc(OC)cc1 (stereo not given),2%,-7%,-3%,5.4%,2%,
CCOc1ccc(-c2nnn(CC(=O)Nc3cc(OC)cc(OC)c3)n2)cc1OCC,10%,2%,-2%,i,8%,
COc1ccc2c(c1OC)C(=O)N(c1nc(SC)n[nH]1)C2=O,3%,-9%,7%,0.4%,11%,
COc1ccccc1C(CCN(Cc1ccccc1)C(C)=O)c1ccco1 (stereo not given),-8%,8%,6%,i,2%,
COc1ccc(CCC(=O)Nc2cc(S(=O)(=O)N3CCOCC3)ccc2OC(C)C)cc1,-14%,18%,3%,0.1%,·,
COc1cc(NC(=O)c2cccs2)c(OC)cc1NC(=O)c1cccs1,14%,-3%,-11%,2.4%,-4%,
COc1cc(NS(=O)(=O)c2ccc(N/C=C(\C=O)c3nc4cc(Cl)ccc4o3)cc2)nc(OC)n1,-11%,?,68%,0.4%,-4%,
COc1ccc(C(=O)Nc2cc(C)c(NC(=O)c3ccccc3OC)cn2)cc1,5%,14%,-2%,6.8%,15%,
C/C=C(\C)CN1CCc2cc(OC)c(OC)cc2C1,1%,-18%,-16%,1.0%,-8%,
COc1ccc([C@@H]2CC=C(C(=O)O)[C@H](c3ccccc3)N2S(=O)(=O)c2ccc(C)cc2)cc1OC,-4%,8%,-4%,0.4%,-2%,
